TGFb inhibitor = TGF-b pathway inhibition. AID 588855. Potency, µM (series often up to 46.1 µM), inactives show at the highest dose activity, negative = inhibition, hits mostly inhibitors. hit rate 1.2% among 410,000. HepG2 CAGA-GFP TGF-b/SMAD3 reporter, GFP fluorescence, 18 h; TGF-beta stimulated, 500 pg/mL final; note: % is set by controls: 0 for no effect and ±100 for the full control effect; nearly all actives have a fitted effect of over 65% in size
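Using HEPG2 CAGA-GFP reporter cells at 1000 cells/well, we pinned test compounds, stimulated with recombinant TGF-beta (500 pg/mL final) and measured total well GFP after 18 h.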
Nrf2 block = inhibitors of Nrf2 signaling; A549 ARE-Fluc reporter, luciferase luminescence, 18-24 h; Potency, µM (doses to about 46 µM), for the others: at the highest dose activity change, negative = inhibition, most hits filed as inhibitors; hit rate 2.1% among 360,000; note: % is set by controls: 0 for no effect and ±100 for the full control effect; nearly all actives have a fitted effect of over 60% in size
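A549 ARE_Fluc cells (5000/well, 5% FBS OPTI-MEM) pre-incubated 2 h, then treated with compounds 18-24 h at 37C/5% CO2 in concentration-response. CellTiter-Fluor viability read first; BugLite luciferase luminescence after 15 min at room temperature gives Nrf2 activity.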
A549 viability = kills or reduces viability of A549 cells in Nrf2 counter-screen | AID 504648 | Potency, µM (highest dose often 46 µM), for inactives: at the top dose activity change, negative = cytotoxicity, usual class: inhibitors | A549 ARE-Fluc cells, CellTiter-Fluor viability, 18-24 h | hit rate 0.16% among 390,000; note: % is set by controls: 0 for no effect and ±100 for the full control effect
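Cytotoxicity counterscreen: CellTiter-Fluor fluorescence was measured in A549 ARE_Fluc cells after 18-24 h of compound exposure in a concentration series. The subsequent BugLite luminescent read reports ARE-luciferase activity.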
MCF10A rerep = inducers of DNA re-replication in MCF 10A breast cells. MCF 10A DNA re-replication, Hoechst nuclear intensity, 48 h. hit rate 2.9% among 350,000. Potency, µM (highest dose often 46.1 µM), for inactives: top-dose activity, positive = re-replication, most hits filed as activators; note: % of control where 0% means no effect; nearly all actives have a fitted effect of over 50% in size
S2 tox = viability counter-screen for ATXN expression inhibitors. S2 cells (HEK-293 line with an ATXN2-luciferase reporter) viability, CellTiter-Fluor protease fluorescence, 24 h. hit rate 0.49% among 400,000. Potency, µM (titrated, usually from 56.7 µM), actives largely listed as cytotoxic. AID 651635; note: nearly all actives have a fitted effect of over 40% in size
Nrf2 activator = activators of Nrf2 (ARE) signaling; AREc32 ARE-luciferase reporter (MCF7-derived line), luminescence, 24 h; AID 624171; hit rate 0.31% among 410,000; Potency, µM (doses to about 46.1 µM), for the others: at the highest dose activation, usual class: activators; note: % of control where 0% means no effect; nearly all actives have a fitted effect of over 65% in size
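Reporter line AREc32 (ARE-Fluc), seeded overnight in OPTI-MEM with 5% FBS; compound pin-transferred, 24 hr at 37 deg C, 5% CO2; luminescent read-out.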
EPAC2 antagonist = antagonists of human EPAC2; Q8WZA2; EPAC2 GEF exchange of Rap1B-BODIPY-GDP, fluorescence; Potency, µM (top dose mostly 114 µM), for the others: at the highest dose activity, negative = inhibition, hits mostly inhibitors; hit rate 0.18% among 360,000; note: % is set by controls: 0 for no effect and ±100 for the full control effect; nearly all actives have a fitted effect of over 45% in size; many of its hits are not listed in these tables
Target sequence (Q8WZA2 whole entry, looked up): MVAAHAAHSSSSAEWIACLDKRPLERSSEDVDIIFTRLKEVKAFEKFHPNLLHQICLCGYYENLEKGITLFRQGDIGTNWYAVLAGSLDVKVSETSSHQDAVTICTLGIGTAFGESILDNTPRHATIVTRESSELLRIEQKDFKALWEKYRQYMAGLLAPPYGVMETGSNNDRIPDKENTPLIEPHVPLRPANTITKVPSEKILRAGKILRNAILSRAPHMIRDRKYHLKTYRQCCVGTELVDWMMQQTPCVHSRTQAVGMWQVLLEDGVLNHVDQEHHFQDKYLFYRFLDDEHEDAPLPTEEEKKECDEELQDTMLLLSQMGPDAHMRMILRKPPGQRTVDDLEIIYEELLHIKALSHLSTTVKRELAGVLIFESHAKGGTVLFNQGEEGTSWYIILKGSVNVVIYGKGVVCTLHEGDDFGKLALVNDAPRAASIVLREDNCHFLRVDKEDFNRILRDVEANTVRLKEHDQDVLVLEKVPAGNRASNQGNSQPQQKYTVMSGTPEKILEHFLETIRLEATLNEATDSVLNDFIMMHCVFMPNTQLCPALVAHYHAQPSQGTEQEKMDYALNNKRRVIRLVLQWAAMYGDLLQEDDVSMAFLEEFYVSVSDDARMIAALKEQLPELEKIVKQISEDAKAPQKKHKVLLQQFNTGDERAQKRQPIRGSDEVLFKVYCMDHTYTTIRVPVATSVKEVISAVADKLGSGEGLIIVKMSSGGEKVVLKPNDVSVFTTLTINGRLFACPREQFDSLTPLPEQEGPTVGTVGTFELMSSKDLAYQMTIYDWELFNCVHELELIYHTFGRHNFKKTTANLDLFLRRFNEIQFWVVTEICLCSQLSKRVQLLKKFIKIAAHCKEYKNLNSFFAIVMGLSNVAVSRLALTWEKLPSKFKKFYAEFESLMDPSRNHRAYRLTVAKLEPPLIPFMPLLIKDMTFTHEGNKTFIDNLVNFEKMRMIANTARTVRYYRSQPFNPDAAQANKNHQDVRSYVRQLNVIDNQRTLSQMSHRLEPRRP
ATXN2 expr inh = inhibitors of ATXN2 expression. HEK-293 ATXN2-luciferase reporter, luminescence, 24 h. Potency, µM (top dose mostly 57 µM), for inactives: at the highest dose activity change, negative = inhibition, usual class: inhibitors. hit rate 0.72% among 360,000. AID 1745845; note: % is set by controls: 0 for no effect and ±100 for the full control effect; nearly all actives have a fitted effect of over 55% in size
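qHTS (up to 57 uM final) was run with 24 h compound exposure of reporter cells at 37 °C. Each well was multiplexed: SteadyGlo luminescence measured ATXN2-luciferase expression after a fluorogenic Gly-Phe-AFC viability readout (25 uM final).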
HepG2 tox = kills HepG2 cells in TGF-b inhibitor counter-screen; HepG2 CAGA-GFP viability, ATP luminescence, 18 h; Potency, µM (titrated, usually from 46.1 µM), for inactives: at the highest dose activity change, negative = cytotoxicity, most hits filed as cytotoxic; hit rate 0.76% among 410,000; note: some results filed as inactive show a strong effect at the top dose
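CellTiter-Glo luminescence gave cytotoxicity after 18 hours at 37 degrees C. The cells were HepG2 CAGA-GFP in 1% FBS DMEM, stimulated with 500 pg/mL TGF-beta after compound addition. %Activity was normalised to no-cell wells (complete cell-killing) and DMSO (no toxicity), and curves were fitted and classified.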
Starred values were filed as active, the others as inactive; [ ] = remark or other dose. Calls come from the whole dose curve; as a rule, active = well fitted curve in the direction sought with a large enough effect; inconclusive = small, poorly fitted or top-dose-only effect, or another doubt; inactive = no such curve, though single readings can be large; an effect the other way counts as inactive or inconclusive. Potency is the fitted concentration of half-maximal effect. The list is partial; count on the stated rates, not on these rows.

Screening CCCOc1ccc(NC(=O)c2c(-c3ccccc3)noc2C)cc1 returned TGFb inhibitor 1%, Nrf2 block -14%, A549 viability 4%, MCF10A rerep 19%, S2 tox inactive, Nrf2 activator -0.3%, EPAC2 antagonist 4%, ATXN2 expr inh -12% and HepG2 tox -4%.
Screening COc1cc(C2C(C#N)=C(N)N(N(C)C)C3=C2C(=O)CCC3)cc(OC)c1OC (centres undefined) returned TGFb inhibitor 0%, Nrf2 block 6%, A549 viability -3%, MCF10A rerep -1%, S2 tox inactive, Nrf2 activator 0.4%, EPAC2 antagonist 1%, ATXN2 expr inh 0% and HepG2 tox -18%.
Screening CCN1CC=C2C(C#N)=C(N)C(C#N)(C#N)C(c3cc(Cl)ccc3Cl)C2C1 (centres undefined) returned TGFb inhibitor 0%, Nrf2 block -21%, A549 viability -18%, MCF10A rerep 16µM*, S2 tox inactive, Nrf2 activator 2.6%, EPAC2 antagonist -28%, ATXN2 expr inh -9% and HepG2 tox -54%.
CCc1cc(-c2n[nH]c(CCC(=O)O)c2-c2nc3ccccc3n2C)c(O)cc1O was read as TGFb inhibitor 5%, Nrf2 block inconclusive, A549 viability 1%, MCF10A rerep -2%, S2 tox inactive, Nrf2 activator 0.3%, EPAC2 antagonist 6%, ATXN2 expr inh 6% and HepG2 tox 14%.
COc1ccccc1CNC(=O)CCNC(=O)N1CC(=O)Nc2ccccc21 was read as TGFb inhibitor 7%, Nrf2 block 0%, A549 viability -1%, MCF10A rerep -1%, S2 tox inactive, Nrf2 activator 0.1%, EPAC2 antagonist -2%, ATXN2 expr inh 2% and HepG2 tox 1%.
For CC(C(=O)NC1CCCC1)N1CCN(S(=O)(=O)c2ccc(C(C)(C)C)cc2)CC1 (centres undefined) the results were TGFb inhibitor 1%, Nrf2 block inconclusive, A549 viability -9%, MCF10A rerep 1%, S2 tox inactive, Nrf2 activator -0.3%, EPAC2 antagonist 1%, ATXN2 expr inh -15% and HepG2 tox -3%.
For CSc1ccccc1C(=O)C1CCCN(C(=O)c2csnn2)C1 (centres undefined) the results were TGFb inhibitor 2%, Nrf2 block inconclusive, A549 viability 2%, MCF10A rerep 0%, S2 tox inactive, Nrf2 activator 3.5%, EPAC2 antagonist 10%, ATXN2 expr inh 40%[activator] and HepG2 tox -11%.
Screening Cc1ccc(NC(=O)C/C(N)=N/O)cc1C returned TGFb inhibitor inconclusive, Nrf2 block 10%, A549 viability -5%[1.84 µM], MCF10A rerep -6%, S2 tox inactive, Nrf2 activator -0.5%, EPAC2 antagonist 11%, ATXN2 expr inh 1% and HepG2 tox -37%.
`O=C(N/N=C/c1cccnc1)c1cc(O)c(O)c(O)c1` gave TGFb inhibitor -13%, Nrf2 block inconclusive, A549 viability inconclusive, MCF10A rerep -2%, S2 tox inactive, Nrf2 activator 1.9%, EPAC2 antagonist -2%, ATXN2 expr inh -8% and HepG2 tox -3%.
`O=C(c1cc(COc2ccc(F)cc2F)on1)N1CCSCC1` gave TGFb inhibitor 1%, Nrf2 block inconclusive, A549 viability -4%, MCF10A rerep 23%, S2 tox inactive, Nrf2 activator 3.9%, EPAC2 antagonist -5%, ATXN2 expr inh 57%[activator] and HepG2 tox -17%.
Screening COc1ccccc1NS(=O)(=O)c1ccc2oc(SC)nc2c1 returned TGFb inhibitor -4%, Nrf2 block 21µM*, A549 viability 1%, MCF10A rerep -5%, S2 tox inactive, Nrf2 activator 3.6%, EPAC2 antagonist -4%, ATXN2 expr inh -20% and HepG2 tox -2%.
For O=C(/C=C/c1ccccc1[N+](=O)[O-])OC1CCCCC1=O (centres undefined) the results were TGFb inhibitor -15%, Nrf2 block -2%, A549 viability -2%, MCF10A rerep -9%, S2 tox inconclusive, Nrf2 activator 6.9%, EPAC2 antagonist 2%, ATXN2 expr inh 27% and HepG2 tox -6%.
`COc1ccc2c(c1)c1c(c(=O)n(CCc3ccccc3)c(=O)n1Cc1ccc(F)cc1)n2C` gave TGFb inhibitor 12%, Nrf2 block 25%, A549 viability 8%, S2 tox inactive, Nrf2 activator 4.3%, ATXN2 expr inh 12% and HepG2 tox -9%.
Screening Cc1c(C(=O)NCc2ccccc2C(F)(F)F)sc(=O)n1Cc1cccc(C(F)(F)F)c1 returned TGFb inhibitor -28%, S2 tox inactive, Nrf2 activator 3.9%, EPAC2 antagonist inconclusive, ATXN2 expr inh -13% and HepG2 tox -23%.
Screening O=C(CCc1ccc(S(=O)(=O)N2CCOCC2)cc1)Nc1ccc(F)cc1[N+](=O)[O-] returned TGFb inhibitor -2%, Nrf2 block inconclusive, A549 viability 5%, MCF10A rerep 8%, S2 tox inactive, Nrf2 activator -0.6%, EPAC2 antagonist 1%, ATXN2 expr inh -12% and HepG2 tox 3%.
NC(=O)C(F)(F)C12OC3C4C5CC(C6C5C3C61)C42 (centres undefined) was read as TGFb inhibitor 7%, Nrf2 block 0%, A549 viability -4%, MCF10A rerep 21µM*, S2 tox inactive, Nrf2 activator 0.4%, EPAC2 antagonist 8%, ATXN2 expr inh 1% and HepG2 tox -6%.
O=C(COC(=O)c1ccc2[nH]c3c(c2c1)CCCC3)Nc1ccccc1 was read as TGFb inhibitor inconclusive, Nrf2 block inconclusive, A549 viability -11%, MCF10A rerep 23µM*, S2 tox inconclusive, Nrf2 activator 12%, EPAC2 antagonist 2%, ATXN2 expr inh 1% and HepG2 tox -21%.
O=[N+]([O-])c1cc(-c2nc(-c3ccccc3)no2)ccc1N1CCOCC1 was read as TGFb inhibitor -1%, Nrf2 block 23µM*, A549 viability 0%, S2 tox inactive, Nrf2 activator 6.6%, ATXN2 expr inh 20% and HepG2 tox -4%.
`CCCn1c(=O)c(C(=O)NCCc2ccc(Cl)cc2)c(O)c2ccccc21` gave TGFb inhibitor -9%, Nrf2 block -16%, A549 viability 13%, MCF10A rerep inconclusive, S2 tox inactive, Nrf2 activator -0.2%, EPAC2 antagonist -9%, ATXN2 expr inh -34% and HepG2 tox -11%.
For CC1=C(c2ccc(C)cc2)[N+](=O)C(C)(C)N1[O-] the results were TGFb inhibitor 1%, Nrf2 block 2%, A549 viability 1%, MCF10A rerep -1%, S2 tox inconclusive, Nrf2 activator 0.2%, EPAC2 antagonist 1%, ATXN2 expr inh -1% and HepG2 tox -20%.

Part of the list above in order of count of non-hydrogen atoms, smallest number first:
Screening COc1ccccc1NS(=O)(=O)c1ccc2oc(SC)nc2c1 returned TGFb inhibitor -4%, Nrf2 block 21µM*, A549 viability 1%, MCF10A rerep -5%, S2 tox inactive, Nrf2 activator 3.6%, EPAC2 antagonist -4%, ATXN2 expr inh -20% and HepG2 tox -2%.
Screening O=C(CCc1ccc(S(=O)(=O)N2CCOCC2)cc1)Nc1ccc(F)cc1[N+](=O)[O-] returned TGFb inhibitor -2%, Nrf2 block inconclusive, A549 viability 5%, MCF10A rerep 8%, S2 tox inactive, Nrf2 activator -0.6%, EPAC2 antagonist 1%, ATXN2 expr inh -12% and HepG2 tox 3%.
Screening Cc1c(C(=O)NCc2ccccc2C(F)(F)F)sc(=O)n1Cc1cccc(C(F)(F)F)c1 returned TGFb inhibitor -28%, S2 tox inactive, Nrf2 activator 3.9%, EPAC2 antagonist inconclusive, ATXN2 expr inh -13% and HepG2 tox -23%.
`COc1ccc2c(c1)c1c(c(=O)n(CCc3ccccc3)c(=O)n1Cc1ccc(F)cc1)n2C` gave TGFb inhibitor 12%, Nrf2 block 25%, A549 viability 8%, S2 tox inactive, Nrf2 activator 4.3%, ATXN2 expr inh 12% and HepG2 tox -9%.

(listing goes on)
For CCN(CC(=O)NC1CC1)S(=O)(=O)c1ccc(C)cc1 the results were TGFb inhibitor -5%, Nrf2 block -17%, A549 viability 8%, MCF10A rerep 12%, S2 tox inactive, Nrf2 activator -0.7%, EPAC2 antagonist -6%, ATXN2 expr inh 1% and HepG2 tox -6%.
`O=C1CC(c2ccc(F)cc2)C2=C(CCCC2=O)N1` (centres undefined) gave TGFb inhibitor inconclusive, A549 viability 12%, MCF10A rerep 4%, S2 tox inactive, Nrf2 activator -1.0%, EPAC2 antagonist -2%, ATXN2 expr inh 0% and HepG2 tox -2%.
CC(C)(C)OC(=O)N1CCC2(CC1)Oc1ccc(F)cc1C(=O)C21CC(c2cccnc2)=NO1 (centres undefined) was read as TGFb inhibitor -1%, Nrf2 block -2%, A549 viability 0%, MCF10A rerep 16%, S2 tox inactive, Nrf2 activator -0.4%, EPAC2 antagonist -18%, ATXN2 expr inh -17% and HepG2 tox -34%.
Screening Cc1ccc(C(=O)NCCNC(=O)c2cccnc2)cc1 returned TGFb inhibitor -14%, Nrf2 block inconclusive, A549 viability -1%, MCF10A rerep 8%, S2 tox inactive, Nrf2 activator -0.8%, EPAC2 antagonist 12%, ATXN2 expr inh -3% and HepG2 tox -1%.
For Cc1cc(/C=C2/NC(=S)NC2=O)c(C)n1-c1cccnc1 the results were TGFb inhibitor 12%, Nrf2 block -16%, A549 viability inconclusive, MCF10A rerep inconclusive, S2 tox inactive, Nrf2 activator 0.3%, EPAC2 antagonist 1%, ATXN2 expr inh 35% and HepG2 tox -27%.
Screening COc1cc(F)c(C2=CC(=O)CC(C)(C)C2)cc1F returned TGFb inhibitor -26%, Nrf2 block 13%, A549 viability 5%, MCF10A rerep -2%, S2 tox inactive, Nrf2 activator 0.1%, EPAC2 antagonist 2%, ATXN2 expr inh 4% and HepG2 tox 0%.
Screening Cn1c(C2=C(O)CN(Cc3ccccc3)C2=N)[n+](C)c2ccccc21 returned TGFb inhibitor -11%, Nrf2 block 21%, A549 viability -2%, MCF10A rerep inconclusive, S2 tox inactive, Nrf2 activator -0.5%, EPAC2 antagonist 14%, ATXN2 expr inh 3% and HepG2 tox -29%.
For CCC(=NCc1ccccc1)C1=C(O)C(C(=O)OC)C(C)(C)CC1=O (centres undefined) the results were TGFb inhibitor 9%, A549 viability 11%, MCF10A rerep 4%, S2 tox inactive, Nrf2 activator -0.4%, EPAC2 antagonist 10%, ATXN2 expr inh -10% and HepG2 tox 9%.

High-throughput results (PubChem BioAssay)
